HepG2 tox = counter-screen for TGF-b inhibitors: cytotoxicity in HepG2 cells. HepG2 CAGA-GFP viability, ATP luminescence, 18 h. Potency, µM (highest dose often 46.1 µM), inactives show at the top dose activity change, negative = cytotoxicity, most hits filed as cytotoxic. 0.76% of 410,000 active; note: potency is the fitted concentration of half-maximal effect; some results filed as inactive show a strong effect at the top dose
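HepG2 CAGA-GFP cells (1000/well, DMEM with 1% FBS) received compound, then TGF-beta at 500 pg/mL final, and were incubated 18 hours at 37 degrees C. Viability was read by CellTiter-Glo luminescence. Media-only wells were set as complete cell-killing and DMSO as no toxicity.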
MCF10A rereplic = DNA re-replication induction in MCF 10a cells; MCF 10A DNA re-replication, Hoechst nuclear intensity, 48 h; Potency, µM (highest dose often 46.1 µM), for the others: at the top dose activity, positive = re-replication, usual class: activators; 2.9% of 350,000 active; AID 624296; note: potency is the fitted concentration of half-maximal effect; % of control where 0% means no effect; nearly all actives have a fitted effect of over 50% in size
KB-3-1 cytotox = KB-3-1 parental cell cytotoxicity; KB-3-1 viability, CellTiter-Glo ATP luminescence, 72 h; Potency, µM (series often up to 46.1 µM), for inactives: top-dose activity change, negative = cytotoxic, most hits filed as cytotoxic; 1.4% of 400,000 active; note: potency is the fitted concentration of half-maximal effect; % is set by controls: 0 for no effect and ±100 for the full control effect; nearly all actives have a fitted effect of over 60% in size
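Cytotoxicity in the drug-sensitive parental line KB-3-1 was scored as loss of CellTiter-Glo luminescence following 72 h incubation with compound. Values come from curve fitting of normalized concentration-response data.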
HT1080NT lethal = kills 2HG-producing HT-1080-NT fibrosarcoma cells | HT-1080-NT fibrosarcoma viability, CellTiter-Glo ATP luminescence, 48 h | AID 686970 | Potency, µM (titrated, usually from 46.1 µM), for the others: at the top dose activity, negative = less viability, actives largely listed as cytotoxic | 1.6% of 360,000 active;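 note: NT is the 2HG producing partner of a matched IDH1 knockdown line; potency is the fitted concentration of half-maximal effect; 0% = DMSO-treated cells and -100% = media-only wells without cells; nearly all actives have a fitted effect of over 55% in size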
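Read-out is CellTiter-Glo luminescence after 10 minutes at room temperature, following 48 hours' compound treatment of HT-1080-NT cells (750 cells/well, RPMI, 5% FBS, 37 degrees C).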
ATXN2 expr inh = ATXN2 expression inhibition; HEK-293 ATXN2-luciferase reporter, luminescence, 24 h; Potency, µM (top dose mostly 57 µM), for the others: at the top dose activity change, negative = inhibition, actives largely listed as inhibitors; 0.72% of 360,000 active; AID 1745845; note: potency is the fitted concentration of half-maximal effect; % is set by controls: 0 for no effect and ±100 for the full control effect; nearly all actives have a fitted effect of over 55% in size
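qHTS (up to 57 uM final) was run with 24 h compound exposure of reporter cells at 37 °C. Each well was multiplexed: SteadyGlo luminescence measured ATXN2-luciferase expression after a fluorogenic Gly-Phe-AFC viability readout (25 uM final).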
ATXN viability = reduces viability in counter-screen for ATXN expression inhibitors. S2 cells (HEK-293 line with an ATXN2-luciferase reporter) viability, CellTiter-Fluor protease fluorescence, 24 h. Potency, µM (highest dose often 56.7 µM), usual class: cytotoxic. 0.49% of 400,000 active. AID 651635; note: potency is the fitted concentration of half-maximal effect; nearly all actives have a fitted effect of over 40% in size
HT1080 IDH1KD tx = HT-1080 IDH1 knockdown cell toxicity (counter line) | 2% of 360,000 active | AID 686971 | Potency, µM (doses to about 46.1 µM), without a hit: at the top dose activity, negative = toxicity, most hits filed as cytotoxic | HT-1080 IDH1 knockdown viability, ATP luminescence, 48 h;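 note: potency is the fitted concentration of half-maximal effect; 0% = DMSO wells and -100% = cell-free medium wells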
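In this qHTS, HT-1080 cells depleted of IDH1 are exposed for 48 h at 37 °C to compound titrations. Toxicity is scored from CellTiter-Glo luminescence, with DMSO as full viability and medium alone as none.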
SW480 rereplic = induces DNA re-replication in SW480 colon adenocarcinoma cells | Potency, µM (top dose mostly 46.1 µM), inactives show top-dose re-replication activation, usual class: activators | SW480 DNA re-replication, Hoechst DNA content imaging, 48 h | 1.8% of 340,000 active; note: potency is the fitted concentration of half-maximal effect; % of control where 0% means no effect; nearly all actives have a fitted effect of over 55% in size
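Compounds, transferred as 23 nL by pin tool, were incubated with cells for 48 hr; DNA content per nucleus was then quantified by Hoechst staining and fluorescence plate imaging.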
IL-1B inflam inh = inhibitors of inflammasome signaling (IL-1 beta secretion); 4.7% of 360,000 active; activity change, % at 57.5 µM; AID 743279; THP-1 LPS/ATP IL-1B secretion, AlphaLISA, 16 h; active compounds read low; in the data active = activity change below about -50%; inconclusive = mostly about -30% to -49%; note: % is set by controls: 0 for no effect and ±100 for the full control effect
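Secreted IL-1B measured by AlphaLISA bead assay after 16 h compound exposure of THP-1 cells; compounds (final up to 57.5 uM) added 1 h before LPS (250 ng/mL) and ATP (1.25 mM) stimulation; lower signal means less secretion.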
* marks the source's active call; other numbers are inactive results; i = inactive; ? = inconclusive; · = no result given; & = joins results of further samples; [ ] = remark or other dose. Unless noted, calls come from the whole dose curve; as a rule, active = well fitted curve in the direction sought with a large enough effect; inconclusive = small, poorly fitted or top-dose-only effect, or another doubt; inactive = no such curve, though single readings can be large; an effect the other way counts as inactive or inconclusive.

Each structure is followed by: HepG2 tox, MCF10A rereplic, KB-3-1 cytotox, HT1080NT lethal, ATXN2 expr inh, ATXN viability, HT1080 IDH1KD tx, SW480 rereplic, IL-1B inflam inh
- Cc1ccccc1OCC(=O)Nc1cccc(S(=O)(=O)NC2=NCCC2)c1
 : -0.4%, -8.6%, 5.6%, 7.6%, -4.8%, i, 20.8%, -0.2%, ?
- Cc1ccc(-n2c(O)c(C=Nc3ccc(S(=O)(=O)Nc4ncccn4)cc3)c3ccccc3c2=O)cc1C
 : -1.7%, -2.8%, -8.6%, 9.2%, ·, i, 3.1%, -2.1%, 45.4
- O=C(Cn1nc(-c2ccccc2)ccc1=O)NCc1ccc2c(c1)OCO2
 : -0.7%, -7.2%, 1.8%, -2.4%, -2.4%, ?, -5.1%, -1.6%, 6.3
- Cc1c(C(=O)OC2CCCCCC2)[nH]c2c1C(=O)CC(c1ccc(N(C)C)cc1)C2 (configuration not stated)
 : 8.8%, ·, 4.8%, ·, -2.2%, i, ·, ·, ·
- Cc1ccc(C)c(N2CCN(C(=O)Cn3cnc4nc5c(cc4c3=O)CCCC5)CC2)c1
 : -2.9%, ·, -25.1%, ·, -34.1%, ?, ·, ·, ·
- O=C(CCS(=O)(=O)c1ccc2c(c1)NC(=O)CS2)NCc1cccs1
 : 2.6%, 3.1%, 2.4%, -6.3%, -7.0%, i, -0.9%, 16.9%, 19.1
- Oc1ccc(/C(Cc2ccc3ccccc3n2)=N\Nc2ccccc2)c(O)c1
 : -14.4%, ?, ?, ?, -18.7%, i, ?, 14.4%, -97.9*
- COc1ccccc1CCNC(=O)CNC(=O)c1ccc2ccccc2c1
 : -7.0%&-12.3%, -0.7%, -3.1%&21.1%, -6.2%, -5.6%, i, -2.1%, 1.6%, -7.0
- Cc1ccc(N2C(=O)NC(NS(=O)(=O)c3ccccc3)(C(F)(F)F)C2=O)cc1 (configuration not stated)
 : 14.1%, 11.5%, ?, 3.7%, 1.3%, i, 5.7%, -7.4%, 11.9
- O=C(O)CCC(=O)N1CCN(c2nc(-c3ccccc3)c3ccccc3n2)CC1
 : -14.0%, 20.6µM*, -3.9%, -1.8%, ·, ·, 7.3%, -5.2%, -5.8
- Cn1c(NCc2ccc(Cl)cc2)nc2ccccc21
 : -33.8%, -0.8%, 3.8%, ?, 32.2%[11.3 µM], i, ?, 0.7%, ?
- O=C(CO/N=C/c1c(Cl)cccc1Cl)NNC(=O)c1cccc(Cl)c1
 : -30.3%, 1.8%, 12.1%, 12.0%, 11.1%, i, 9.2%, -17.6%, 5.1
- O=c1n(Cc2ccccc2F)c2ccccc2n1Cc1ccccc1F
 : 9.7%, ?, -2.6%, -4.1%, -17.6%, i, -28.8%, ?, ?
- COc1ccc(C2=Nc3ccc(C)cc3NC(c3ccc(Cl)cc3)=N2)cc1
 : 1.5%, ·, 6.4%, ·, 16.0%, i, ·, ·, ·
- Cc1c(O[C@@H]2O[C@H](CO)[C@@H](O)[C@H](O)[C@H]2O)ccc2c1oc(=O)c1ccccc12
 : 5.0%, -6.4%, ?, 19.4%, ·, ·, 0.0%, -2.9%, -21.2
- COC(=O)[C@@]12C[C@@H](CC(=O)NCC3CCCCC3)C(=O)N(Cc3cccc4ccccc34)C1=CCC(C)(C)C2
 : ·, ·, ?, 9.8%, ·, ·, 23.6%, ·, 16.4
- O=C(c1cc(C2CC2)nn1-c1ccccc1)N1CCN(S(=O)(=O)c2ccc(F)cc2)CC1
 : -4.7%, ·, 17.0%, -4.4%, ·, ?, -1.1%, ·, 4.1
- COc1ccc2oc(C(=O)N3CCN(S(=O)(=O)c4c(C)c(C)cc(C)c4C)CC3)c(C)c2c1
 : -25.4%, 0.8%, -19.0%, 0.5%, ·, ?, 2.3%, 0.2%, 19.7
- COc1ccc(C(=O)/C=C/Nc2ccc(C)cn2)cc1OC
 : 0.5%, 15.5%, -3.3%, ?, 60.4%[activator], i, ?, 7.0%, ?
- N#CCCN1CCN(C(=S)c2ccc(-c3cccc(Cl)c3)o2)CC1
 : -20.5%, ?, -3.2%, -5.5%, 27.5%, ?, -28.1%, -2.3%, -24.4
- Cn1c(Sc2ccc(Cl)cc2)c(C=O)c2ccccc21
 : -54.2%, ?, ?, ?, -0.6%, i, ?, ?, -81.0*
- COc1ccc(NC(=O)CCCSc2ccccc2)cc1
 : 2.1%, -0.2%, 4.8%, ?, 16.1%[11.3 µM], i, ?, 2.2%, 28.8
- COc1c(C)cc(C(O)c2ncc(-c3cccc(C(F)(F)F)c3)[nH]2)cc1C (configuration not stated)
 : -43.3%, ·, ?, ?, -29.7%, ?, -15.2%, ·, -19.6
- O=C(COC(=O)C1CC(=O)N(C2CCCCC2)C1)c1ccc(F)cc1 (configuration not stated)
 : -8.8%, 3.6%, 1.4%, 5.8%, -3.7%, i, 0.5%, -9.9%, 4.9
- CC(C)NC(=O)Nc1ccc2c(c1)C(=O)N([C@H](C)CO)C[C@H](C)[C@@H](CN(C)S(=O)(=O)c1ccccc1)O2
 : 13.4%, -12.5%, -3.9%, 2.7%, -3.0%, i, 3.9%, -4.0%, 10.8
- O=c1[nH]c2cc3c(cc2cc1CN(CCc1ccccc1)Cc1nnnn1CC1CCCO1)OCO3 (configuration not stated)
 : -8.5%, 3.3%, -15.5%, 0.8%[9.24 µM], -15.1%, i, -4.3%, -1.8%, -8.7
- CC(=O)NNS(=O)(=O)c1ccc(-c2cc(C(F)(F)F)n(C)n2)s1
 : -4.1%, 1.0%, -2.8%, -4.4%, -9.6%, ?, -10.5%, -6.8%, 11.1
- CCN1C[C@@H]2[C@@H]3C(=O)N(C)C(=O)[C@@H]3[C@](CC)(C(=O)OC)N2C1=NCc1ccccc1
 : 0.8%, -4.6%, 0.0%, 8.3%, 9.9%, i, 7.9%, -27.7%, 11.6
- Cc1cc(NS(=O)(=O)c2ccc(NC(=O)CCCOc3cccc(C)c3C)cc2)no1
 : 0.0%, 0.2%, 3.4%, -22.6%, 4.2%, i, -14.3%, -5.8%, i
- O=C(Nc1ccc(Cc2ccncc2)cc1)c1cccc([N+](=O)[O-])c1
 : -23.3%, 9.7%, -19.5%, 0.5%, ·, ?, -14.8%, -1.1%, -14.6
- COc1ccc(CN2CCN(C(=O)c3ccccc3F)CC2)c(OC)c1OC
 : 1.7%, 0.2%, -14.8%, -3.5%, 2.4%, i, 4.4%, -11.3%, 5.6
- CCN(CC)CCN1C(=O)c2oc3ccc(F)cc3c(=O)c2C1c1ccncc1 (configuration not stated)
 : -11.0%, -0.5%, 2.7%, -5.4%, -13.2%, i, 1.3%, -0.4%, -1.6
- CC1(c2ccccc2)NC(=O)N(CC(=O)Nc2ccc(S(N)(=O)=O)cc2)C1=O (configuration not stated)
 : -23.5%, 2.8%, 6.4%, 9.8%, -18.1%, i, 8.6%, -5.1%, 25.1
- COc1ccc(S(=O)(=O)N2N=C(c3cccc(NS(C)(=O)=O)c3)CC2c2ccco2)cc1 (configuration not stated)
 : -24.2%, 8.5%, -5.5%, -4.7%, ·, ?, -1.7%, -3.0%, -0.9
- C=CCc1ccc2oc(C(=O)OCC)cc(=O)c2c1O
 : 0.2%, -1.9%, 9.5%, 6.8%, 12.8%, i, 12.3%, -6.7%, 18.8
- Cc1noc(C)c1CSCC(=O)OCc1nnc(-c2ccc([N+](=O)[O-])cc2)o1
 : -0.9%, -1.7%, 0.0%, 17.8%, 1.8%, i, 0.3%, -4.4%, 7.6
- COc1ccc(N2C(=NC(=O)c3ccc(Br)cc3)SC3CS(=O)(=O)CC32)cc1 (configuration not stated)
 : 0.2%, -3.0%, 13.6%, 6.7%, -13.3%, i, 1.6%, -1.5%, ?
- CCC1(C2C=COC=C2)NC(=O)NC1=O (configuration not stated)
 : 4.8%, ·, 16.0%, 15.9%, -6.3%, i, 11.2%, ·, 10.3
- Cc1ccc(NC(=O)C2CCCN(S(=O)(=O)c3ccc4[nH]c(=O)ccc4c3)C2)c(C)c1 (configuration not stated)
 : 6.8%, -0.4%, 0.0%, 1.7%, ?, ?, -0.2%, 0.4%, 0.0
- Cc1ccc(C(=O)CSc2nnc(N)s2)c(C)c1
 : -3.9%, 0.1%, -9.1%, -0.5%, 25.8%, i, -7.0%, -4.7%, 11.6

Part of the list above, with tabs.
canonical_smiles	HepG2 tox	MCF10A rereplic	KB-3-1 cytotox	HT1080NT lethal	ATXN2 expr inh	ATXN viability	HT1080 IDH1KD tx	SW480 rereplic	IL-1B inflam inh
C=CCc1ccc2oc(C(=O)OCC)cc(=O)c2c1O	0.2%	-1.9%	9.5%	6.8%	12.8%	i	12.3%	-6.7%	18.8
Cc1noc(C)c1CSCC(=O)OCc1nnc(-c2ccc([N+](=O)[O-])cc2)o1	-0.9%	-1.7%	0.0%	17.8%	1.8%	i	0.3%	-4.4%	7.6
COc1ccc(N2C(=NC(=O)c3ccc(Br)cc3)SC3CS(=O)(=O)CC32)cc1 (configuration not stated)	0.2%	-3.0%	13.6%	6.7%	-13.3%	i	1.6%	-1.5%	?
CCC1(C2C=COC=C2)NC(=O)NC1=O (configuration not stated)	4.8%	·	16.0%	15.9%	-6.3%	i	11.2%	·	10.3
Cc1ccc(NC(=O)C2CCCN(S(=O)(=O)c3ccc4[nH]c(=O)ccc4c3)C2)c(C)c1 (configuration not stated)	6.8%	-0.4%	0.0%	1.7%	?	?	-0.2%	0.4%	0.0
Cc1ccc(C(=O)CSc2nnc(N)s2)c(C)c1	-3.9%	0.1%	-9.1%	-0.5%	25.8%	i	-7.0%	-4.7%	11.6
